# Compound activity as filed in PubChem.
# KCNK9 inh – inhibitors of human KCNK9 two-pore domain potassium channel; 310,000 compounds, 1.2% hits; AID 488922; Q9NPC2; B-score at 10 µM; HEK293 KCNK9, FluxOR thallium flux fluorescence; hits give low values;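 active = ratio B-score over 3 SD below the library mean, with starting fluorescence within 5 SD of its mean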;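 also: negative B-score means less thallium flux so channel inhibition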
# Target sequence (Q9NPC2 whole entry, looked up, the tested form may be a part): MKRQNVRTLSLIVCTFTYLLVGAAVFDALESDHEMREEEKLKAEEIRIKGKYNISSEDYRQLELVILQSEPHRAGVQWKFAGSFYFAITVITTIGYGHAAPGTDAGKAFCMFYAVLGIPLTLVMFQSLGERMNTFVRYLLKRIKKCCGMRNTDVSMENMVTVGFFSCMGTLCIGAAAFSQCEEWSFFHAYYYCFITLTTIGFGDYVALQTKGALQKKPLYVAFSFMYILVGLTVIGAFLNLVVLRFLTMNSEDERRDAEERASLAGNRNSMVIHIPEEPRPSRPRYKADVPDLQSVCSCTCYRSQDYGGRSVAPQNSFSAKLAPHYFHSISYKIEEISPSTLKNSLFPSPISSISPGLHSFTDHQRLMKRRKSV
# HDAC3 inhib – human HDAC3 inhibition; recombinant HDAC3, fluorogenic peptide/trypsin coupled, fluorescence; inhibition, % at 8.3 µM; 320,000 compounds, 0.15% hits; AID 2718; in the data active = inhibition above about 26%, passing the limit was not always enough; inconclusive = no clear call, values can overlap the other calls
# Target sequence (O15379 whole entry, looked up): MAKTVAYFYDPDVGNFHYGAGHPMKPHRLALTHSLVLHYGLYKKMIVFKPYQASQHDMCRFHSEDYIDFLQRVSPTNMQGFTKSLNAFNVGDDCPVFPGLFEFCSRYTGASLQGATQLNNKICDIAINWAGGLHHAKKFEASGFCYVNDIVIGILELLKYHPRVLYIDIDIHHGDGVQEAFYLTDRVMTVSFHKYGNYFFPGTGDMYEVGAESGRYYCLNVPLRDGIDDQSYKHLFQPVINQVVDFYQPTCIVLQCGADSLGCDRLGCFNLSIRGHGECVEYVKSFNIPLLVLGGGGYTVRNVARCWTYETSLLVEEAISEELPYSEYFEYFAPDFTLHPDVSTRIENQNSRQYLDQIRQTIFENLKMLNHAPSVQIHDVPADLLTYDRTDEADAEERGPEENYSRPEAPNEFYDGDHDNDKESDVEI
# KCNK3 inh – human KCNK3 channel inhibition, primary screen; CHO-KCNK3 thallium flux, FluxOR fluorescence; hits give low values; B-score at 10 µM; 340,000 compounds, 0.84% hits;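 active = B-score under library mean minus 4 SD, starting fluorescence ratio at most library mean plus 5 SD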;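 also: more negative B-score means stronger inhibition of thallium flux through KCNK3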
# KCNQ1 act – potentiates or activates the human KCNQ1 potassium channel | CHO-K1 KCNQ1, thallium flux FluxOR fluorescence; hits give high values | P51787 | B-score at 10 µM | 310,000 compounds, 0.35% hits | AID 2648;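 active = fluorescence ratio B-score, a plate-corrected score, at least three library SD, with initial intensity B-score within 5 SD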
#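 Assay system: CHO-K1 cells stably expressing KCNQ1. Medium: assay buffer for compound exposure, DMSO matched across wells. Timing: 37 °C overnight plating, 90-min dark dye load, 20-min compound pretreatment. Signal: kinetic FluxOR fluorescence, 10 s baseline plus 110 s post-stimulus.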
# ANO1 activ – activates or potentiates the mouse TMEM16A chloride channel | Q8BHY3 | HEK293 TMEM16A/YFP-H148Q/I152L, iodide quench fluorescence; hits give low values | B-score at 10 µM | 340,000 compounds, 0.3% hits;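 active = fluorescence-ratio B-score plate-corrected deviation score at least 3 library SD below zero, with starting fluorescence score within 5 deviations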;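 also: channel opened by trigger with iodide after compound preincubation; score built on the fluorescence ratio of max minus min over baseline; more negative score means more quench and so TMEM16A activation or potentiation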
# KCNQ1 block – human KCNQ1 channel inhibition. P51787. CHO-K1 KCNQ1, FluxOR thallium flux fluorescence; hits give high values. B-score at 10 µM. 310,000 compounds, 1.3% hits. AID 2642;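 active = compounds whose thallium flux B-score, printed positive for inhibition, exceeds three library SD while starting fluorescence stays within three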;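 also: channel opened by potassium depolarization with thallium stimulus after 20 min compound exposure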
# DYRK1A inh – blocks rat Dyrk1A kinase activity | ADP-Glo luminescence, NFATc1 peptide | inhibition, % at 12.5 µM | 310,000 compounds, 0.43% hits | AID 504441; in the data active = inhibition above about 50%;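 also: plate controls were vehicle with enzyme for no effect and no enzyme for full effect; many of its hits are not listed in these tables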
# hERG rescue – hERG (human) protection from proarrhythmic block; 310,000 compounds, 0.51% hits; Q12809; activation (rescue from dofetilide block), less the hit threshold, % at 10 µM; AID 1511; CHO-hERG, FluxOR thallium flux, dofetilide IC70 present;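 active = activation above the mean of controls blocked by dofetilide plus 5 SD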;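 also: thallium influx through hERG after potassium depolarization seen as dye fluorescence rise; in these data hits start at about 4.7%; inactives centre near -7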
# TRPC4 potent – allosterically enhances the mouse TRPC4 cation channel; B-score at 10 µM; HEK293 TRPC4beta/mu-opioid, DAMGO EC20, Fluo-4 Ca2+ flux; hits give high values; 310,000 compounds, 0.42% hits; Q9QUQ5; AID 2227;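 active = B-score of calcium response area above 5 SD of library B-scores, with initial fluorescence ratio within 5 SD of library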;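 also: B-score of integrated fluorescence ratio over time as area under calcium response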
# TMEM16A inh – mouse TMEM16A channel inhibition, primary screen; Q8BHY3; HEK293 TMEM16A/YFP iodide influx fluorescence, ionomycin; normalized B-score (activity score, 25-100; higher = stronger inhibition) at 10 µM; AID 588511; 310,000 compounds, 1.2% hits;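 active = ratio plate-corrected score three or more library SD toward inhibition, starting fluorescence score within five deviations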;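 also: score derived from kinetic fluorescence span divided by baseline fluorescence per well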
# TRPC4 act – TRPC4 (mouse) channel activation. HEK293 TRPC4beta/mu-opioid, Fluo4 calcium fluorescence; hits give high values. 310,000 compounds, 0.49% hits. B-score at 10 µM. Q9QUQ5;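 active = B-score above 5 SD of library B-scores, and initial fluorescence ratio not above library mean plus 5 SD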;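 also: positive B-score marks a calcium rise read as TRPC4 activation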
#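 Test system: HEK293 cells stably co-expressing mouse TRPC4beta and mu-opioid receptor | Schedule: Fluo4 dye loading 45 min at room temperature, 110 s recording | Measured by: Kinetic Fluo4 calcium fluorescence, 5 s baseline at 1 Hz | Evaluation: B score of integrated ratio | Controls: Buffer (low) and maximal DAMGO (high)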
# The depositor's hits bear a star; i = inactive; ? = inconclusive; nt = no result given.
SMILES,KCNK9 inh,HDAC3 inhib,KCNK3 inh,KCNQ1 act,ANO1 activ,KCNQ1 block,DYRK1A inh,hERG rescue,TRPC4 potent,TMEM16A inh,TRPC4 act
CC(=O)c1nnn(-c2nc(N)nc(N(c3ccccc3)c3ccccc3)n2)c1C,i,3,i,i,i,i,1,-8,i,i,i
COc1ccc(-c2cc(=O)c3c(OC)c(OC)c(OC)c(OC)c3o2)cc1OC,i,0,i,i,i,i,36,-20,i,i,i
O=C(CCN1C(=O)c2ccccc2S1(=O)=O)Nc1ccc(F)c(F)c1F,i,4,i,i,i,i,1,-11,i,i,i
CCCCNC(=S)Nc1ccc(C(F)(F)F)cc1,i,3,i,i,i,8*,nt,-8,i,100*,i
O=C(Nc1nnc(C2=COCCO2)o1)C1CCCCC1,i,-3,i,i,i,i,-2,-9,i,i,i
O=C(NCc1cccc(Br)c1)c1cc(-c2ccccc2)nn1CC1CC(c2cccc([N+](=O)[O-])c2)=NO1 (stereo not drawn),-7.1*,-1,i,i,i,i,nt,-14,i,i,i
O=C(NCCOC(=O)c1ccc([N+](=O)[O-])cc1)c1cccnc1,i,0,i,i,i,i,-1,-2,i,i,i
Cc1ccc(C(=O)CC(c2cccs2)S(=O)(=O)c2ccc(C)cc2)cc1 (stereo not drawn),i,6,i,i,i,i,2,-5,i,i,i
COCOc1ccc(C2CC(=O)c3c(OCOC)cc(OCOC)cc3O2)cc1 (stereo not drawn),i,2,i,i,i,i,-7,-10,i,i,i
Cc1cc(=O)n2[nH]c(-c3cccnc3)nc2n1,i,-1,nt,i,nt,i,nt,-10,i,i,i
O=C(c1ccc(Cl)c(S(=O)(=O)N2CCCC2)c1)N1CCN(c2ccccc2F)CC1,i,0,i,i,i,i,0,-6,i,i,i
CC(C)(C)OC(=O)N1CCC[C@H]1C(=O)N/N=C/c1ccc2ncccc2c1,i,1,i,i,i,i,-3,-6,i,i,i
O=C(CSc1nnc(-c2ccncc2)o1)c1ccc2c(c1)OCCO2,i,5,i,i,i,i,-3,-5,i,i,i
O=C(COc1ccc(S(=O)(=O)N2CCOCC2)cc1)Nc1ccccc1C(F)(F)F,i,0,i,i,i,i,6,-9,i,i,i
CCc1nc(SCC(=O)Nc2c(C)n(C)n(-c3ccccc3)c2=O)n[nH]1,i,4,i,i,i,i,10,-1,i,i,i
O=C(Nc1ccnn1C1CCN(C2CCCC2)CC1)c1ccccc1,i,1,i,i,i,i,-5,-5,i,i,i
Cc1nc(SCC(N)=O)[nH]c(=O)c1CCC(C)C,i,11,i,i,i,i,1,-2,i,i,i
O=C(CCNc1ccc(F)cc1)c1ccco1,i,1,i,i,i,i,-2,-2,i,100*,i
Cc1cccn2c(=O)c3cc(C(=O)NC4CCCCC4)c(=N)n(CCN4CCOCC4)c3nc12,i,-41,i,i,i,i,-1,-18,i,i,i
O=C(c1cc(-c2ccccn2)nc2c(Cl)cccc12)N1CCN(C(=O)C2CCCO2)CC1 (stereo not drawn),i,-1,i,i,i,i,-4,1,i,i,i
COc1ccc(-c2noc3c2-c2nc(-c4ccccc4Cl)sc2CC3)cc1,i,-5,i,i,i,i,-4,-9,i,i,i
Cc1ccsc1C(=O)OCC(=O)NC1CCS(=O)(=O)C1 (stereo not drawn),i,-4,i,i,i,i,-4,-16,i,i,i
Cc1oc(-c2cccs2)nc1CS(=O)CC(=O)NC1CCCCCC1 (stereo not drawn),i,0,i,i,i,i,-2,-12,i,i,i
O=C(O)CN1CCCCCC1=O,i,5,i,i,i,i,2,-8,i,i,i
CCN(CC(=O)NCc1ccc(Cl)cc1)C(=O)COc1cccc(Cl)c1,i,-3,i,i,i,i,-3,-10,i,i,i
CCn1c(CCn2ccnc2C)n[nH]c1=S,i,10,i,i,i,i,8,-8,i,i,i
COc1ccc(N2CCN(c3ccc(NC(=O)/C=C\C(=O)O)cc3)CC2)cc1,i,-1,i,i,i,i,-4,-4,i,i,i
C=C(C)CSc1nc2nc(C)cc(C)n2n1,i,6,i,i,i,i,8,-4,i,i,i
O=[N+]([O-])c1ccc(-c2nc(Nc3ccc(O)cc3)c3ccccc3n2)cc1,i,5,i,i,i,i,0,-8,i,i,i
CCN1CCN(c2ncnc3scc(-c4ccc(OC)cc4)c23)CC1,i,0,i,i,i,i,5,-7,i,i,i
CCOc1ccc(CN(C)CC(=O)NCc2ccccc2)cc1,i,0,i,i,i,i,-5,-16,i,i,i
C/C(=N\NC(=O)c1c[nH]c2ccccc12)c1ccc(C)s1,i,0,i,i,i,i,nt,-3,i,i,i
COc1ccc(N2CCN(S(C)(=O)=O)CC2)cc1,i,0,i,i,i,i,-4,-10,i,i,i
Cc1nc(NC(=O)c2cccc(-c3cc4ccccc4oc3=O)c2)ccc1Br,i,nt,i,i,i,i,-3,-8,i,i,i
O=C(c1cc(Br)ccc1Cl)N1CCN(c2ccccn2)CC1,i,3,i,i,i,i,1,-8,i,i,i
COc1cc(CN2CCCCCC2)cc(OC)c1O,i,3,i,i,i,i,7,-4,i,i,i
COc1ccccc1C1N(c2ccc(Cl)cc2)C(=O)C2CCCN21 (stereo not drawn),i,3,i,i,i,i,1,-2,i,i,i
CC1CCCC(NC(=S)NC(=O)c2ccccc2Br)C1C (stereo not drawn),i,3,i,8*,i,i,-5,7.2*,i,i,i
CC(=O)c1cccc(OCCN2C(=O)NC(C)(C)C2=O)c1,i,1,i,i,i,i,-7,-7,i,i,i
N/C(=N\OC(=O)/C=C/c1ccccc1)c1ccccn1,i,1,i,i,i,i,-1,-6,i,i,i
CC1CCCN(S(=O)(=O)c2ccc(NC(=O)Cn3nnc(-c4ccccc4F)n3)cc2)C1 (stereo not drawn),i,1,i,i,i,i,nt,-1,i,i,i
COC(=O)CCC/C=C1\SC[C@@H](NC(=O)c2ccccc2)C1NC(C)=O (stereo partly drawn),i,-6,i,i,i,i,4,-5,i,i,i
COc1ccc(-n2c(SCC(=O)N(C)c3ccccc3)nc3c([nH]c4ccccc43)c2=O)cc1OC,i,-4,i,i,i,i,2,-6,i,i,i
Cc1nn(CC(=O)Nc2ccc3c(c2)nc(CN2CCCCC2)n3C)c(=O)c2ccccc12,i,-4,i,i,i,i,-4,-6,i,i,i
CCOc1ccc(CCNC(=O)CS(=O)Cc2nc(-c3ccc(C)cc3)oc2C)cc1OCC (stereo not drawn),i,-4,i,i,i,i,-1,-8,i,i,i
CCN(CC)C(=O)CSc1nnc(CSc2ncccn2)n1C,i,3,i,i,i,i,-4,-5,i,i,i
COC(=O)C1=C(N)Oc2cc(C)n(Cc3cccnc3)c(=O)c2C1c1cc(OC)ccc1OC (stereo not drawn),i,-1,i,i,i,i,-5,-3,i,i,i
COc1ccccc1NC(=O)c1sc2ncn(Cc3cccc4ccccc34)c(=O)c2c1C,i,-5,i,i,i,i,-2,-5,i,i,i
O=C(N/N=C/c1cc([N+](=O)[O-])ccc1Cl)c1cnccn1,i,?,i,i,i,i,-4,-11,i,i,i
COc1ccc(S(=O)(=O)N(C)CC(=O)NCc2ccc3c(c2)OCO3)cc1,i,-3,i,i,i,i,-2,-4,i,i,i
CCN(CC(=O)Nc1ccc(C(=O)OC)cc1)C1CCCCC1,i,-1,i,i,i,i,-2,-6,i,i,i
COc1cc(/C=C2/NC(=O)NC2=O)cc(Br)c1OCc1ccccc1,i,5,i,i,i,i,0,-12,i,i,i
Cc1cc(C)nc(N(C#N)Cc2cccc(Cl)c2)n1,i,3,i,i,i,i,8,-7,i,i,i
Cc1cc(=O)oc2cc(NC(=O)c3cc4ccccc4o3)ccc12,i,-4,nt,i,nt,i,nt,-6,i,i,i
CCOP(=O)(OCC)C(Nc1ccccc1)c1ccco1 (stereo not drawn),i,1,i,i,i,i,3,-14,i,i,i
CCCNc1nc(Cl)nc(NC(C)(C)C)n1,i,-8,i,i,i,i,-4,-15,i,i,i
Cc1cccc(NC(=O)Cn2c(=O)n(Cc3ccco3)c(=N)c3c4c(sc32)COC(C)(C)C4)c1,i,nt,i,i,i,i,-3,-3,i,i,i
CC(=O)NCC(=O)OCN1C(=O)c2ccccc2C1=O,i,-4,i,i,i,i,3,-5,i,i,i
O=C(CCn1cncn1)N1CCCC(N2CCN(c3ccc(F)cc3)CC2)C1 (stereo not drawn),i,-1,i,i,i,i,1,-10,i,i,i
O=C(COC(=O)c1cccnc1SCC(=O)NCc1ccccc1)NCc1ccccc1,i,0,i,i,i,i,-3,-12,i,i,i

# Random excerpt: 3 entries already listed, in no set order.
SMILES,KCNK9 inh,HDAC3 inhib,KCNK3 inh,KCNQ1 act,ANO1 activ,KCNQ1 block,DYRK1A inh,hERG rescue,TRPC4 potent,TMEM16A inh,TRPC4 act
CCCCNC(=S)Nc1ccc(C(F)(F)F)cc1,i,3,i,i,i,8*,nt,-8,i,100*,i
CC(=O)NCC(=O)OCN1C(=O)c2ccccc2C1=O,i,-4,i,i,i,i,3,-5,i,i,i
COC(=O)C1=C(N)Oc2cc(C)n(Cc3cccnc3)c(=O)c2C1c1cc(OC)ccc1OC (stereo not drawn),i,-1,i,i,i,i,-5,-3,i,i,i

# Next section.
SMILES,KCNK9 inh,HDAC3 inhib,KCNK3 inh,KCNQ1 act,ANO1 activ,KCNQ1 block,DYRK1A inh,hERG rescue,TRPC4 potent,TMEM16A inh,TRPC4 act
Cn1nccc1CNC(=O)c1ccnn1C,i,nt,i,i,i,i,2,-4,i,i,i
COc1ccc(-c2nc(C)c(C(C)=O)n2O)cc1OC,i,5,i,i,i,i,8,-2,i,i,i
BrC(=C\c1ccccc1)/C=N/Nc1nc(N2CCOCC2)nc(N2CCOCC2)n1,i,12,i,i,i,i,5,-7,i,i,i
CCN(CC(=O)Nc1c(F)cccc1F)C(=O)c1cccc(-n2cccc2)c1,i,4,i,i,i,i,-7,-20,i,i,i
Cc1c(NC(=O)C2CCN(S(=O)(=O)c3cccs3)CC2)c(=O)n(-c2ccccc2)n1C,i,?,i,i,i,i,7,-9,i,i,i
CCOC(=O)c1c(-c2ccccc2)oc2ccc(OCC(=O)O)cc12,i,-78,i,i,i,i,3,-10,i,i,i
Cc1cccc(OCCn2c(=O)n(C)c3ccccc32)c1,i,2,i,i,i,i,-3,-3,i,i,i
O=S(=O)(NCc1ccccc1)c1ccc(-c2cnc(C3CC3)o2)cc1,i,-9,i,i,i,i,-2,-2,i,i,i
O=C(CN1CCN(S(=O)(=O)c2ccc(Br)cc2)CC1)Nc1ccc(F)cc1F,i,2,i,i,i,i,5,1,i,i,i

# A portion of the library; rates above refer to the full screens.
